Screens: PubChem, several laboratories
CIT2 TOR yeast: yeast TOR pathway CIT2-GFP modulation; AID 2029; S. cerevisiae CIT2-GFP strain, flow cytometry, 3 h; 100 means same as DMSO wells; GFP response vs DMSO, % at 10 µM; hit rate 0.065% among 320,000;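 active = GFP response relative to DMSO above a set limit, near the screen mean plus 3 SD, cut at about 150% in these data; inconclusive = Fewer than 70 cells measured for a yeast strain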;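 also: ratio of well median GFP fluorescence to mean of DMSO wells on the plate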
LAP4-GFP MLPCN: modulators of TOR pathway LAP4-GFP in S. cerevisiae | S. cerevisiae LAP4-GFP multiplex, flow cytometry GFP, 3 h; median GFP as percent of DMSO wells | AID 2023 | GFP response vs DMSO, % at 10 µM | hit rate 0.34% among 320,000;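 active = GFP response vs DMSO above a set limit, about the screen mean plus 3 SD, cut at about 150% in these data; inconclusive = under 70 cell events counted for the yeast strain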
GASC-1 inh: blocks human GASC-1 demethylase activity; Q9H3R0; GST-JMJD2C(1-420) H3K9me3 demethylation, DELFIA europium; inhibition, % at 2.35 µM; hit rate 0.069% among 330,000;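 active = more than half of a compound's replicate wells show inhibition beyond 50%, single wells judged on their own value; inconclusive = some, but no more than half, of replicates pass 50% inhibition; inactive = no replicate passes 50% inhibition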;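 also: signal counts dimethyl H3K9 product captured on neutravidin plate; 0% = median of DMSO wells and 100% = 0.3 times that DMSO median; strong numbers were not always called active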
Target sequence (Q9H3R0 1-420 limits assumed): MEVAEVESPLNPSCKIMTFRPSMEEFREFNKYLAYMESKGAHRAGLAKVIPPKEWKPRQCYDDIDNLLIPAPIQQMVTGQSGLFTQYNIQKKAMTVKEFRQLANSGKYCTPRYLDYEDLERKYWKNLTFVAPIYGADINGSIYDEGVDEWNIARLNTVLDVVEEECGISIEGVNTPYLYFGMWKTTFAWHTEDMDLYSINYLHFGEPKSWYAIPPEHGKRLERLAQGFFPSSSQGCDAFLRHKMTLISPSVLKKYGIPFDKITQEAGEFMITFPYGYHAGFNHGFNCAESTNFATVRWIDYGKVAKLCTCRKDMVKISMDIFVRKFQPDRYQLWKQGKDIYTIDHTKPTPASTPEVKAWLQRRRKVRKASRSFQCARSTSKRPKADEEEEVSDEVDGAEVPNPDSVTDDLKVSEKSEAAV
MEP2 TOR yeast: alters MEP2-GFP fluorescence in TOR pathway yeast screen; S. cerevisiae MEP2-GFP strain, flow cytometry GFP, 3 h; 100% = DMSO control level; hit rate 0.51% among 330,000; AID 2016; GFP response vs DMSO, % at 10 µM;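 active = GFP response versus DMSO above a set limit, roughly screen mean plus 3 SD, cut at about 180% in these data; inconclusive = fewer than 70 cells counted for a yeast strain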;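 also: median GFP fluorescence of the barcode-gated MEP2-GFP cells per well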
AGP1 TOR yeast: modulators of TOR pathway AGP1-GFP in S. cerevisiae; S. cerevisiae AGP1-GFP multiplex flow cytometry, 3 h; GFP as percent of DMSO wells; GFP response vs DMSO, % at 10 µM; hit rate 0.02% among 320,000; AID 2066;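 active = GFP response relative to DMSO above a set limit, near screen average plus 3 SD, cut at about 150% in these data; inconclusive = fewer than 70 cells counted for the yeast strain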;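 also: median GFP channel fluorescence of the gated AGP1 strain per well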
VLA-4 inh: inhibition in a human VLA-4 binding assay; inhibition, % (about 7 µM as worked out from the volumes in the protocol); hit rate 0.2% among 330,000; AID 2557; P13612; VLA-4 expressing cells, ligand binding flow cytometry; in the data active = inhibition above about 50%
GRK2 inh: inhibitors of human GRK2 displacing RNA aptamer; inhibition of aptamer binding, % at 10 µM; bead flow cytometry, FAM-aptamer displacement from GRK2; hit rate 0.59% among 330,000; P25098;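 active = inhibition of aptamer binding above 40%, roughly 3 SD of noise, on plates passing a quality check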;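 also: median bead fluorescence of bound FAM aptamer so fluorescent compounds give negative values; no value below 0 was filed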
Target sequence (P25098 whole entry, looked up): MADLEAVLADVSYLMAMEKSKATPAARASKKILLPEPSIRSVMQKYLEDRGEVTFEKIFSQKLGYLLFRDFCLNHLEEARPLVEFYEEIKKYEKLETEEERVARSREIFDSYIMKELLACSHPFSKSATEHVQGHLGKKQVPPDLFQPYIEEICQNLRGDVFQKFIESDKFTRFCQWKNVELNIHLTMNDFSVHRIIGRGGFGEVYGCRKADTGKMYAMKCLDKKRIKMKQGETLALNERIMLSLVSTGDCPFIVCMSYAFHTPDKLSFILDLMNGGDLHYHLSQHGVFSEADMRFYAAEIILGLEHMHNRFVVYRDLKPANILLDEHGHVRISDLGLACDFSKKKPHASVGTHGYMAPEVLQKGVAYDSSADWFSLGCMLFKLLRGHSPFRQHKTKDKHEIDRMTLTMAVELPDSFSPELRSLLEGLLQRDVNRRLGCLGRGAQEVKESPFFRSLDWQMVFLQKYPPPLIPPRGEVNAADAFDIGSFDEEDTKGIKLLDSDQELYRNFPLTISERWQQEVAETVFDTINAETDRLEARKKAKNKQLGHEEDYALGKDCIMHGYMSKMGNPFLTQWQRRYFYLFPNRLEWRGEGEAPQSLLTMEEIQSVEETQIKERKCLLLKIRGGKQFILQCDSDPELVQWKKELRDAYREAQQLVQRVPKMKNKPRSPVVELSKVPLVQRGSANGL
RPL19A TOR yeast: modulators of TOR pathway RPL19A-GFP in S. cerevisiae; S. cerevisiae RPL19A-GFP strain, flow cytometry, 3 h; hits give low values; percent response vs DMSO, % at 10 µM; hit rate 0.3% among 330,000; AID 2025;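 active = percent response vs DMSO below 50%; inconclusive = fewer than 70 events counted for the yeast strain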;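 also: median channel GFP fluorescence of the barcoded RPL19A-GFP strain; ratio of sample median GFP to plate DMSO average so 100% = DMSO; lower means less RPL19A-GFP as with rapamycin TOR inhibition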
The depositor's hits bear a star; i = inactive; ? = inconclusive; nt = no result given; [ ] = another dose, or the depositor's remark.

SMILES	CIT2 TOR yeast	LAP4-GFP MLPCN	GASC-1 inh	MEP2 TOR yeast	AGP1 TOR yeast	VLA-4 inh	GRK2 inh	RPL19A TOR yeast
CCN(CC)c1ncnc2sc(C(=O)N3CCN(c4ccc(OC)cc4)CC3)c(C)c12	94.3	108.3	6.7	99.4	99.9	-2.7	0.0	98.9
Cn1ncc(Cl)c1C(=O)NC(=S)Nc1sc2c(c1C#N)CCCCC2	90.0	108.6	1.2	107.5	101.2	-5.1	0.0	104.1
COc1ccc(S(C)(=O)=O)cc1S(C)(=O)=O	?	77.5[may fluoresce violet]	-13.3	76.0[may fluoresce violet]	78.6[may fluoresce violet]	33.7	0.0	87.2[may fluoresce violet]
COc1cc(-c2nc3ccccn3c2NCc2ccccc2)ccc1SC1CCCCC1	94.8	143.0	-2.6	94.2	85.4	-7.5	10.0	106.1
O=c1ccc(=O)n(-c2ccccc2)[nH]1	117.4	108.7	-0.3	91.5	113.6	-12.8	4.0	94.7
C/C(=N\NC(=O)COc1ccc([N+](=O)[O-])cc1)c1ccco1	94.0	98.3	13.8	96.7	97.3	-15.8	0.0	99.4
O=c1cc(-c2ccccc2Cl)oc2c(NS(=O)(=O)c3cccs3)ccc(O)c12	88.5	122.3	-6.0	88.0	85.9	-7.6	0.0	91.5
Cc1cccn2cc(-c3c[nH]c4ccccc34)nc12	97.5	95.8	2.4	102.2	102.1	-5.4	4.0	103.2
O=C(CN(C(=O)CNC(=O)c1ccco1)c1ccc(Cl)c(Cl)c1)NC1CCCCC1	89.0	100.7	2.6	98.5	97.7	12.0	2.0	95.5
Cc1cc(NS(=O)(=O)c2ccc(NC(=O)CCCOc3ccccc3C)cc2)nc(C)n1	96.4	95.5	4.1	123.8	67.1	-4.6	0.0	85.3
COc1cccc(C(=O)Nc2cccc(-c3ccc(N4CCOCC4)nn3)c2)c1	98.7	111.1	14.0	100.4	112.5	-0.5	0.0	104.8
CCOCCCNC(=S)N1C2CCC1CC(NC(=O)Nc1ccc(C(=O)OCC)cc1)C2 (stereo unspecified)	91.8	101.5	7.7	97.0	94.1	10.3	0.0	95.4
Cc1cc(NC(=O)CN2C(=O)NC(c3ccccc3)(c3ccc(C)c(C)c3)C2=O)no1 (stereo unspecified)	93.0	82.4	-0.8	88.6	93.3	11.0	0.0	92.3
Fc1ccc2nc(Nc3nc4c(F)cccc4s3)sc2c1	90.8	104.0	7.2	101.4	98.1	53.1*	4.0	98.2
O=C(CN1CCCCCC1)Nc1cccc(NC(=O)CN2CCCCCC2)c1	107.0	99.0	-0.3	118.3	103.9	4.9	0.0	111.1
CCCCC[n+]1ccn(-c2nc3ccccc3nc2[N-]S(=O)(=O)c2ccc(C)cc2)c1	98.2	95.1	1.4	107.5	107.0	-3.9	4.0	104.4
CCc1ccc2[nH]c(=O)c(CN(Cc3nnnn3C3CCCC3)C3CCCCC3)cc2c1	92.9	100.7	-7.8	91.6	90.0	22.4	4.0	91.6
Cc1csc(SCC(=O)NC(=O)NC(C)(C)C)n1	98.4	112.2	8.5	101.3	105.1	7.9	0.0	98.1
O=C(Nc1ccc(F)cc1F)N1CCC(c2nc3ccccc3o2)CC1	87.3	99.2	-1.7	95.6	94.3	9.1	0.0	91.3
CN(C)S(=O)(=O)c1ccc(N2CCCC2)c(C(=O)N2CCN(S(=O)(=O)c3ccc(F)cc3)CC2)c1	92.4	95.2	1.8	103.9	98.3	7.8	1.0	101.0
COCC(=O)NC1CC2CCC(C1)N2C(=S)Nc1ccccc1C(=O)OC (stereo unspecified)	92.9	101.2	-5.1	87.8	97.6	6.7	1.0	93.3
O=C(c1cccc(Cl)c1)N1CCN(Cc2c[nH]c3ccccc23)CC1	98.3	96.2	0.4	104.2	103.8	15.1	1.0	93.5
C=CCc1cccc(CNc2nc3ccccc3n2C(C)C)c1O	81.5	91.1	-13.0	92.2	92.3	12.3	0.0	95.5
CCN(CC)CCCNC(=O)C1c2cc(OC)c(OC)cc2C(=O)N(C)C1c1cccs1 (stereo unspecified)	85.9	nt	7.6	91.7	91.3	10.3	3.0	93.0
Cc1c(NC(=O)CSc2n[nH]c(-c3ccccc3)n2)c(=O)n(-c2ccccc2)n1C	101.7	102.4	-2.5	100.5	95.5	1.1	1.0	97.3
COc1cc(Cl)c(C)cc1NC(=O)CC1CCCC1	95.0	87.0	-16.9	109.7	92.4	-10.8	1.0	93.4
CCCCN(C)C(=O)C1CCCN(S(=O)(=O)c2ccc3c(c2)oc(=O)n3C)C1 (stereo unspecified)	124.5	108.3	4.7	109.5	111.5	-19.2	1.0	102.2
Cc1oc(C(=O)O)cc1COc1ccccc1Cl	110.1	109.5	1.1	110.4	107.2	-3.0	0.0	103.1
CCOc1ccc2c(c1)C(c1ccc(C)cc1)=NNC(c1ccc(C)cc1)=N2	87.5	111.1	2.5	121.8	94.9	3.2	7.0	98.8
CC(=O)Nc1ccc(S(=O)(=O)N(C)CC(=O)N/N=C/c2cccs2)cc1	112.6	102.5	-7.6	105.0	102.1	-1.1	0.0	99.9

Ordered by formula weight (descending): six of the compounds above
SMILES	CIT2 TOR yeast	LAP4-GFP MLPCN	GASC-1 inh	MEP2 TOR yeast	AGP1 TOR yeast	VLA-4 inh	GRK2 inh	RPL19A TOR yeast
CCCCC[n+]1ccn(-c2nc3ccccc3nc2[N-]S(=O)(=O)c2ccc(C)cc2)c1	98.2	95.1	1.4	107.5	107.0	-3.9	4.0	104.4
Cc1c(NC(=O)CSc2n[nH]c(-c3ccccc3)n2)c(=O)n(-c2ccccc2)n1C	101.7	102.4	-2.5	100.5	95.5	1.1	1.0	97.3
CCCCN(C)C(=O)C1CCCN(S(=O)(=O)c2ccc3c(c2)oc(=O)n3C)C1 (stereo unspecified)	124.5	108.3	4.7	109.5	111.5	-19.2	1.0	102.2
CCOc1ccc2c(c1)C(c1ccc(C)cc1)=NNC(c1ccc(C)cc1)=N2	87.5	111.1	2.5	121.8	94.9	3.2	7.0	98.8
O=C(c1cccc(Cl)c1)N1CCN(Cc2c[nH]c3ccccc23)CC1	98.3	96.2	0.4	104.2	103.8	15.1	1.0	93.5
COc1cc(Cl)c(C)cc1NC(=O)CC1CCCC1	95.0	87.0	-16.9	109.7	92.4	-10.8	1.0	93.4

(listing goes on)
SMILES	CIT2 TOR yeast	LAP4-GFP MLPCN	GASC-1 inh	MEP2 TOR yeast	AGP1 TOR yeast	VLA-4 inh	GRK2 inh	RPL19A TOR yeast
S=c1[nH]nc(C2CC2)n1Cc1ccccc1	102.2	95.7	6.6	102.9	98.3	-1.9	0.0	98.3
Cc1cc(Cl)cc(Br)c1OCCCN1C(=O)NC(C)(C)C1=O	97.5	107.6	3.7	102.4	100.6	-30.1	1.0	100.0
COc1ccc2cc(C#N)c(N3CCN(C(=O)c4ccccc4C)CC3)nc2c1	95.5	101.3	16.1	99.3	104.4	8.6	0.0	101.3
c1ccc(SCCCCN2CCOCC2)cc1	103.8	94.2	-0.1	99.6	97.9	9.8	0.0	96.4
COc1ccc(NC(=O)C2CCC(CNc3c(N4CCC(C)CC4)c(=O)c3=O)CC2)cc1OC (stereo unspecified)	96.8	106.3	-18.4	104.5	105.3	-19.6	0.0	99.0
O=C(/C=C/c1ccccc1)c1ccccn1	85.7	91.2	-2.7	87.8	87.6	10.0	1.0	88.2
CCN(CC)S(=O)(=O)c1ccc(NC(=O)CN(c2cccc(C)c2)S(C)(=O)=O)cc1	95.9	102.3	-3.5	106.8	99.3	10.3	1.0	101.6
COC(=O)c1sc(NC(=S)NC(=O)c2ccc(F)cc2)nc1C	93.3	92.6	17.9	103.0	93.9	-10.5	0.0	93.7
CC(C)COc1ccc(C(=O)NC(=S)Nc2ccc(CN3CCOCC3)cc2)cc1	99.1	96.3	1.1	110.8	100.7	5.7	0.0	101.5
CC(=O)c1ccc(NC(=O)C(Cc2ccccc2)n2cccc2)cc1 (stereo unspecified)	99.6	114.6	1.4	101.6	102.3	7.8	0.0	98.5
Cc1cc(NC(=O)CSCc2nc(-c3cccc(F)c3)oc2C)no1	83.3	92.0	-8.8	90.9	98.4	26.7	3.0	98.3
CCn1cc(C(=O)NCc2ccco2)c(=O)c2cc(F)c(N3CCN(C(=O)c4ccco4)CC3)cc21	99.6	94.3	-8.1	100.5	100.1	-0.7	21.0	100.4
O=C(c1ccccc1)C1C(=O)c2ccccc2C1=O	114.3	91.4	?	96.4	103.4	-1.5	0.0	101.4
CC(C)CC(=O)Nc1ccc(Cc2ccncc2)cc1	97.9	90.5	8.8	106.5	95.1	3.2	0.0	98.7
Cc1ccc(SC(C)C(=O)NCc2ccncc2)cc1 (stereo unspecified)	nt	nt	20.5	nt	i	nt	0.0	i
Cc1ccc(S(=O)(=O)Nc2cc(-c3ccccc3)nn2C)cc1	101.2	118.2	-2.6	114.3	105.4	-75.8	2.0	103.1
O=Cc1cccnc1SCc1ccccc1	87.1	123.2	-4.8	93.5	107.7	9.4	4.0	97.3
COc1ccc(OC)c(Nc2ncnc3sccc23)c1	97.8	98.5	16.8	107.3	97.7	-19.3	0.0	99.9
Cc1ccc(NS(=O)(=O)c2ccc(C(=O)NCC(c3ccco3)N3CCCCC3)cc2)cc1 (stereo unspecified)	96.4	102.6	5.1	98.9	105.9	9.1	2.0	96.5
O=C(O)Cn1nnn(-c2ccccc2)c1=S	95.8	99.2	2.2	99.2	100.7	5.8	12.0	95.3
O=C(c1ccccc1)c1ccc(Oc2ncccn2)cc1	87.3	99.9	3.7	99.5	86.3	8.1	1.0	93.3
Cc1ccc(C(=O)CC(=O)c2ccccc2)cc1	106.4	93.9	4.6	108.8	99.8	6.9	0.0	103.5
CCOC(=O)C1(Cc2ccc(OC)cc2)CCN(C(=O)c2cc(C)on2)CC1	96.6	97.8	-29.2	98.5	96.7	-3.3	0.0	101.7
COc1ccc(C2NCCn3cccc32)cc1 (stereo unspecified)	103.1	100.6	-0.6	106.0	105.9	-5.5	0.0	103.5
Cc1cc(C)nc(SCCCNCc2ccccc2)n1	94.0	69.9	1.6	81.0	82.6	16.1	0.0	88.2
Cc1ccc(C)c(N2CCN(C(=S)Nc3ccc4nc(N5CCOCC5)cc(C)c4c3)CC2)c1	93.8	102.3	-5.1	94.9	92.6	23.0	0.0	96.0
O=c1c2ccccc2cnn1Cc1n[nH]c(=S)n1-c1ccc(F)cc1	100.2	97.6	5.9	105.6	99.5	5.2	0.0	102.2
CC(=O)c1ccc(C(=O)Nc2sc3c(c2C(N)=O)CCN(Cc2ccccc2)C3)cc1	92.6	113.1	-9.6	101.0	97.0	1.4	0.0	104.2
O=C(NCC1CCCO1)c1ccc(Cn2c(=S)[nH]c3ccccc3c2=O)cc1 (stereo unspecified)	101.8	96.4	4.0	94.8	105.1	-5.5	0.0	97.4
CN1CCN(C(=O)/C=C/c2ccc(C#N)cc2)CC1	111.5	118.6	-7.5	103.5	126.2	-2.1	0.0	91.7
COc1ccc(NC(C)=O)cc1NC(=O)CSc1nnc(-c2ccccc2)n1N	96.3	89.9	-1.7	97.1	97.6	0.1	1.0	97.3
Cc1cccc(-n2c(O)c(C=Nc3ccccc3O)c3ccccc3c2=O)n1	98.7	95.7	15.7	100.0	101.5	-1.0	0.0	97.5
COc1ccc(CCN2CCCC(CN(C)C(=O)c3cc(C)oc3C)C2)cc1 (stereo unspecified)	100.5	108.4	-1.6	103.1	103.6	5.9	0.0	99.2
COC(=O)c1c(C)[nH]c(C(=O)CN(C)CC(=O)Nc2cccc(F)c2)c1C	100.2	104.0	19.2	106.0	106.7	13.0	0.0	93.8
